DAX1 inh-1 – NR0B1 (DAX1) inhibition | P51843 | HEK293 Gal4-DAX1 luciferase reporter, luminescence | inhibition, % at 6.75 µM | hit rate 0.99% among 340,000 | AID 504766;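 active means inhibition above the mean over all tested compounds plus 3 SD, cut at about 4.2% in these data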;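 further: 0% = DAX1-transfected cells with DMSO and 100% = empty-vector control cells with DMSO; inhibition shows as a rise in luminescence from relieved DAX1 repression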
Target sequence (P51843 207-470 limits assumed): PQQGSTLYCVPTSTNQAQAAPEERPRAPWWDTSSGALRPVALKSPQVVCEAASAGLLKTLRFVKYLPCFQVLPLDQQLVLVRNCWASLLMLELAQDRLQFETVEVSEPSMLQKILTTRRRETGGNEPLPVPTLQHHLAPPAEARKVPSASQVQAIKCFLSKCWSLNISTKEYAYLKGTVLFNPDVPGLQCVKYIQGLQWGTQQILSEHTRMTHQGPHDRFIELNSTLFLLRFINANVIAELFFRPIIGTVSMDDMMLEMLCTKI
hgDAF12 agonist – agonists of H. glycines DAF-12 nuclear receptor | hit rate 1.8% among 370,000 | activation, % at 6.8 µM | HEK293 GAL4-hgDAF12 UAS-luciferase reporter, agonist luminescence; normalized to butyrate control;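 active means activation above a cutoff set at the mean of all screened compounds plus 3 SD, cut at about 10% in these data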;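 further: 0% = DMSO wells and 100% = sodium butyrate wells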
PG9 Ab binder – binds the HIV-1 gp120 antibody PG9. hit rate 0.43% among 360,000. AID 624416. inhibition, % at 6.7 µM. TR-FRET gp120-PG9 antibody binding; in the data active means inhibition above about 8.5%
FXN GAA850 act – activators of GAA850 frataxin (FXN) promoter | HEK293 lucGAA850 FXN promoter luciferase reporter, 24 h; percent of 10 µM SAHA response | activation, % at 6 µM | hit rate 0.56% among 360,000 | AID 540364;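 active means activation above the average of all compounds screened plus 3 SD, cutoff fixed separately per campaign, cut at about 7.5% in these data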;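 further: 0% = DMSO wells and 100% = 10 µM SAHA wells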
ssDAF-12 act – activates DAF-12 receptor from parasite S. stercoralis; HEK293 ssDAF-12/GRIP1 lit1-tk-luc reporter, luminescence; % of 3 µM dafachronic acid response; activation, % at 6.8 µM; hit rate 1% among 370,000; AID 652126;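 active means activation above the mean over all tested compounds plus 3 SD, cut at about 0.9% in these data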;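 further: 0% = DMSO-only wells and 100% = 3 µM delta7-dafachronic acid wells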
sPLA2-III inh – Blocks human group III sPLA2 activity. inhibition, % at 12.2 µM. AID 743126. QFRET BODIPY PC-A2 liposome hydrolysis, fluorescence. Q9NZ20. hit rate 0.56% among 370,000;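 active means inhibition above mean plus 3 SD of compounds lying within the high and low control bounds, cut at about 19% in these data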;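 further: 0% = median of test compound wells and 100% = no enzyme DMSO wells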
Target sequence (Q9NZ20 whole entry, looked up): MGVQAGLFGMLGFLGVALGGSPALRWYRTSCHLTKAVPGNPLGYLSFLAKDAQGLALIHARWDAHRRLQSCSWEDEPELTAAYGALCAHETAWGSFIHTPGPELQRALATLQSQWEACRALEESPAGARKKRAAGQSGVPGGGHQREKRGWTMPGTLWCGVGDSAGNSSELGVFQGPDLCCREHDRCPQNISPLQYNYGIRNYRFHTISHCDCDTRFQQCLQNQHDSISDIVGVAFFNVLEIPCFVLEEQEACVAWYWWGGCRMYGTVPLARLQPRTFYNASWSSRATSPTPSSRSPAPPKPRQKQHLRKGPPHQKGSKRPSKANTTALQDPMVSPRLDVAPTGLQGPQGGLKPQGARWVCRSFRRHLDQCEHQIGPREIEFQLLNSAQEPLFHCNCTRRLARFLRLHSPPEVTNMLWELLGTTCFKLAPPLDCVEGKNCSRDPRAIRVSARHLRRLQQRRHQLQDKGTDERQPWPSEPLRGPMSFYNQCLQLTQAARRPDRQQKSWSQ
hcDAF-12 act – activates DAF-12 receptor from parasite H. contortus; hit rate 1.4% among 370,000; activation, % at 6.8 µM; AID 652067; HEK293 hcDAF-12 lit1-tk-luc reporter, luminescence; 0% DMSO, 100% Δ7-dafachronic acid;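 active means activation above the mean of all tested compounds plus 3 SD, cut at about 5.5% in these data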;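 further: 100% = response to 3 µM Δ7-dafachronic acid high control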
DAX1 inh-2 – blocks DAX1 repression of SF-1 activated StAR promoter. AID 652010. HEK293T StAR-luciferase reporter, SF-1/DAX-1 repression relief. hit rate 1.1% among 370,000. inhibition, % at 6.8 µM;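 active means inhibition above the mean over all tested compounds plus 3 SD, cut at about 3.6% in these data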;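 further: 0% = DAX-1 cells with DMSO and 100% = cells lacking DAX-1 with DMSO; higher inhibition means more luminescence from relief of DAX-1 repression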
Rev-erbA mod – modulates human Rev-erb alpha binding to DNA | P20393 | Rev-erbα–FITC-DNA binding, fluorescence polarization, 90 min | activity, % at 10 µM | hit rate 0.79% among 370,000;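 active means activity above about 14%, limit read from the data; passing the limit was not always enough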;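 further: 0% = DMSO wells with 35 nM protein and 100% = DMSO wells with 750 nM protein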
PLC-beta3 inh – inhibitors of human phospholipase C beta3; Purified PLC-beta3, fluorogenic substrate, fluorescence; Q01970; hit rate 0.18% among 370,000; inhibition, % at 12.2 µM; in the data active means inhibition above about 11%;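 further: 0% = median of compound wells on plate and 100% = full blocker control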
SMARCA2 activ – increases SMARCA2 function in MMTV reporter cells | AID 652017 | hit rate 1% among 370,000 | activation, % at 9.1 µM | MG213 cells, MMTV-luciferase reporter, dexamethasone, overnight; in the data active means activation above about 7.8%;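 further: 0% = vehicle wells and 100% = reference activator wells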
Active calls of the source: *; i = inactive; x = not tested or not shown.

1: CCOC(=O)C1=C(C)N(C)C(=O)NC1c1cccc2ccccc12 (stereo not drawn)
2: CCS(=O)(=O)N1Cc2ccccc2CC1C(=O)N(C)Cc1ccc(OC)cc1OC (stereo not drawn)
3: CC(=O)c1ccc(NC(=O)C(C)OC(=O)c2ccc(NS(=O)(=O)c3ccc4[nH]c(=O)[nH]c4c3)cc2)cc1 (stereo not drawn)
4: CCOC(=O)C1=C(c2ccccc2)N=c2s/c(=C\c3ccco3)c(=O)n2C1c1cccs1 (stereo not drawn)
5: CN(C(=O)CSc1nc(-c2ccc(F)cc2)cs1)C1CCS(=O)(=O)C1 (stereo not drawn)
6: CCCCNC(=O)c1nc(C2CCN(S(=O)(=O)c3cccc(C(F)(F)F)c3)CC2)oc1-c1ccccc1
7: CCOc1ccccc1NC(=O)CSc1nnc(CNC(=O)c2ccco2)o1
8: CCOc1cc(C(=O)Nc2cc(OC)cc(OC)c2)ccc1OCC(=O)N1CCOCC1
Screen / compound no. | 1 | 2 | 3 | 4 | 5 | 6 | 7 | 8
DAX1 inh-1 | -0.3 | 0.1 | -0.4 | -1.6 | -0.5 | x | 1.1 | -0.2
hgDAF12 agonist | -2.9 | -2.5 | 6.4 | -3.6 | 0.7 | -2.6 | -0.8 | -1.3
PG9 Ab binder | -0.2 | 1.5 | 3.8 | -2.0 | 0.3 | -1.5 | 2.3 | -1.3
FXN GAA850 act | -0.7 | -0.3 | 1.7 | 0.9 | 0.1 | x | -1.3 | 0.0
ssDAF-12 act | -1.6 | -1.1 | -1.7 | -0.5 | -1.8 | -0.8 | -0.3 | -1.2
sPLA2-III inh | 0.8 | 4.1 | -25.3 | 5.0 | -2.9 | 3.3 | 6.2 | -2.8
hcDAF-12 act | -2.7 | -1.1 | -1.6 | 0.2 | -1.6 | -0.5 | -1.7 | 1.0
DAX1 inh-2 | 0.0 | -0.1 | 0.3 | -0.9 | -0.6 | 0.3 | -0.6 | -1.7
Rev-erbA mod | -2.8 | -6.0 | 0.1 | -11.2 | 4.4 | 6.6 | 1.7 | 3.0
PLC-beta3 inh | -4.4 | -6.0 | -10.2 | -14.0 | -2.3 | -5.1 | -0.7 | -5.2
SMARCA2 activ | -0.8 | -2.3 | -3.1 | 4.4 | 3.2 | -2.7 | -1.3 | -2.1

An excerpt from above, showing only Rev-erbA mod, hcDAF-12 act and DAX1 inh-1.
| entry | SMILES | Rev-erbA mod | hcDAF-12 act | DAX1 inh-1 |
| --- | --- | --- | --- | --- |
| 7 | CCOc1ccccc1NC(=O)CSc1nnc(CNC(=O)c2ccco2)o1 | 1.7 | -1.7 | 1.1 |
| 8 | CCOc1cc(C(=O)Nc2cc(OC)cc(OC)c2)ccc1OCC(=O)N1CCOCC1 | 3.0 | 1.0 | -0.2 |

Further entries
9: CC(=O)OCCCN1C(=O)c2ccc(Br)cc2C1=O
10: Cc1cc(F)ccc1S(=O)(=O)NCC1CC2CCC1C2 (stereo not drawn)
11: CCOc1ccc(NC(N)=O)cc1OCC
12: C[C@@H]1CN(S(=O)C(C)(C)C)[C@H](CCO)/C1=C\CCO (stereo partly drawn)
13: CN(CC(=O)N1CCc2ccccc21)S(=O)(=O)c1ccc(Cl)cc1
14: O=C1c2cccc3c([N+](=O)[O-])ccc(c23)C(=O)N1Cc1cccnc1
15: COc1ccc(OC)c(CN2CCN(C(=O)c3cccc4ccccc34)CC2)c1
16: CC(C)c1cccc(OCCN2CCCC2)c1
Screen / compound no. | 9 | 10 | 11 | 12 | 13 | 14 | 15 | 16
DAX1 inh-1 | 0.7 | 1.4 | 2.1 | 1.5 | 0.4 | -0.8 | 0.8 | -0.5
hgDAF12 agonist | 0.1 | 0.2 | -0.1 | 5.0 | -0.2 | 1.1 | -3.2 | -0.8
PG9 Ab binder | -1.1 | -2.2 | 0.7 | -2.8 | 0.9 | -3.2 | -1.2 | -0.1
FXN GAA850 act | -1.6 | 0.0 | 0.3 | -1.4 | -0.7 | 0.6 | 0.9 | 1.5
ssDAF-12 act | -1.1 | 0.3 | -1.0 | -0.8 | -0.7 | -0.4 | -1.4 | -1.9
sPLA2-III inh | 9.4 | -3.8 | 2.4 | -2.8 | -3.0 | -4.7 | -5.8 | -1.9
hcDAF-12 act | -2.0 | 1.8 | -0.9 | 0.6 | -0.6 | 0.6 | -1.4 | 0.8
DAX1 inh-2 | -0.2 | -0.3 | -0.5 | -0.6 | 0.0 | -0.5 | -0.6 | -0.2
Rev-erbA mod | -3.6 | 2.1 | -4.3 | 2.5 | 7.5 | -1.0 | -1.5 | 2.3
PLC-beta3 inh | 3.7 | -1.6 | 0.8 | 1.0 | -5.3 | i | 2.6 | -2.2
SMARCA2 activ | 1.0 | -2.5 | -3.2 | 3.2 | 1.1 | 7.6 | 1.3 | 1.3

17: NC(=O)c1ccc(NC(=O)COC(=O)CC2CC3CCC2C3)cc1 (stereo not drawn)
18: Cc1cc(SCC(=O)OCC(=O)NCc2ccc3c(c2)OCO3)c(C)cc1Br
19: C/C(=N\NC(=O)OC(C)(C)C)c1ccccc1Br
20: CC(C)CCn1c(O)c(N=Nc2ccccn2)c2ccccc21
21: Cc1ccc(S(=O)(=O)N2CCCCC2c2cccnc2)c(C)c1C (stereo not drawn)
22: COc1ccc(Nc2cc(C)c3ccccc3n2)cc1
23: COc1ccc(CNC(=O)CCSCc2ccccc2C)cc1
24: Cc1ccc(-c2nn(-c3ccccc3)cc2C2CC(c3cccs3)=NN2C(=O)CCCC(=O)O)cc1 (stereo not drawn)
Screen / compound no. | 17 | 18 | 19 | 20 | 21 | 22 | 23 | 24
DAX1 inh-1 | -0.7 | 0.0 | 0.5 | 1.4 | -1.3 | 0.5 | 1.4 | -1.6
hgDAF12 agonist | -2.0 | -4.1 | 9.6 | 1.2 | -0.5 | 11.3* | -4.1 | 1.1
PG9 Ab binder | -2.0 | -1.8 | 0.2 | -0.2 | -1.5 | 2.4 | 0.8 | 0.0
FXN GAA850 act | 1.0 | 0.8 | 0.9 | 6.8 | -0.8 | 2.5 | 1.1 | -2.7
ssDAF-12 act | -0.5 | -1.2 | -1.3 | -0.8 | -2.1 | -0.8 | -1.9 | -1.7
sPLA2-III inh | -0.2 | -15.1 | -3.0 | -1.3 | 6.7 | -6.9 | 8.2 | -0.8
hcDAF-12 act | 0.9 | 0.5 | 1.9 | 0.2 | -2.6 | -0.8 | -0.2 | -0.2
DAX1 inh-2 | -0.2 | 0.1 | 1.0 | 0.2 | 0.3 | 1.5 | -0.3 | -0.8
Rev-erbA mod | 2.0 | 6.4 | 1.6 | 3.8 | 0.3 | -3.3 | 3.0 | 1.1
PLC-beta3 inh | 0.9 | -4.9 | -0.8 | -8.7 | -6.4 | -65.5 | -9.7 | -10.6
SMARCA2 activ | -0.2 | -1.7 | 4.4 | -1.9 | -5.2 | 0.9 | -5.2 | 0.7

25: COc1ccc(N2CCN(C(=O)CN(C)S(=O)(=O)c3ccc4c(c3)c(=O)n(C)c(=O)n4C)CC2)cc1
26: O=[N+]([O-])c1ccc(N2CCN(c3ccccc3)CC2)cc1
27: COc1ccccc1NC(=O)N(C)C[C@H]1OCc2cnnn2CCCC(=O)N([C@@H](C)CO)C[C@H]1C
28: C=CCn1c(SCC(=O)NC2CC2)nnc1-c1cccs1
29: COc1ccc(CCOC(=O)c2cccc(NC(C)=O)c2)cc1
30: O=C(N/N=C/c1cc(Cl)ccc1O)c1ccc(Br)cc1
31: COc1ccc(Cc2nnc(NS(=O)(=O)Cc3ccccc3)s2)cc1
32: NC(=O)c1c(NC(=O)CCCn2cnc([N+](=O)[O-])n2)sc2c1CCCC2
Screen / compound no. | 25 | 26 | 27 | 28 | 29 | 30 | 31 | 32
DAX1 inh-1 | -1.8 | 0.3 | 0.5 | -0.2 | 0.7 | 2.8 | 0.7 | 1.2
hgDAF12 agonist | -2.6 | 0.6 | -0.3 | -1.0 | 0.0 | -3.3 | -0.4 | 0.6
PG9 Ab binder | -1.9 | -1.2 | -0.8 | -1.5 | -3.5 | 0.3 | -0.4 | -0.3
FXN GAA850 act | 0.3 | 1.9 | -0.9 | -0.9 | -2.9 | -4.2 | 1.6 | 1.6
ssDAF-12 act | -1.9 | -0.9 | -1.1 | -0.4 | -1.1 | -1.2 | -0.2 | -1.7
sPLA2-III inh | -2.2 | 4.2 | 10.3 | 1.4 | -8.1 | 18.4 | -20.4 | 4.1
hcDAF-12 act | -1.6 | -0.2 | -0.5 | -1.8 | -0.4 | -0.6 | 0.2 | 0.0
DAX1 inh-2 | 0.6 | -0.3 | 2.2 | 0.3 | 1.0 | -0.7 | -0.3 | -0.6
Rev-erbA mod | 0.4 | 1.2 | -1.5 | -10.2 | 4.6 | -9.2 | -2.8 | -2.8
PLC-beta3 inh | 1.9 | -3.8 | -0.8 | -0.3 | -7.4 | -33.5 | 2.7 | 0.8
SMARCA2 activ | 0.1 | -2.3 | -3.5 | -0.7 | 1.6 | -5.4 | -3.6 | 7.3

33: CCCCCCCCN1C(=O)[C@@H](CC(=O)NCCC(C)C)C[C@@]2(C(=O)OC)C1=C[C@H](C1CCCC1)O[C@@H]2C
34: CN(C)S(=O)(=O)c1ccc(Cl)c(C(=O)NC2CCN(Cc3ccccc3)C2)c1 (stereo not drawn)
35: Cc1c(NC(=O)c2cc(-c3ccc4c(c3)OCO4)on2)c(=O)n(-c2ccccc2)n1C
36: Nc1nc(C(F)(F)F)cc(=O)[nH]1
37: O=C(CSc1nnc(COc2ccccc2Cl)o1)Nc1ccccc1
38: O=C(Nc1ccccc1)c1nc[nH]c1C(=O)NCCNC(=O)c1[nH]cnc1C(=O)Nc1ccccc1
39: Cc1ccc(S(=O)(=O)N2CCN(C(=O)CCn3nc(C)c(C)c3C)CC2)cc1
40: Cc1ccc(O)c(CCc2ccc(O)cc2)n1
41: CC(=O)c1ccc(NC(=O)COC(=O)CC2CC3CCC2C3)cc1 (stereo not drawn)
Screen / compound no. | 33 | 34 | 35 | 36 | 37 | 38 | 39 | 40 | 41
DAX1 inh-1 | x | 1.2 | 1.5 | 3.3 | 0.8 | -0.9 | 0.2 | 2.2 | 0.2
hgDAF12 agonist | 1.9 | -2.3 | -1.3 | -0.4 | -0.3 | -0.9 | 0.2 | -3.4 | -0.9
PG9 Ab binder | 1.5 | -0.4 | -1.9 | -1.2 | 1.2 | 1.9 | -1.2 | -2.3 | -1.2
FXN GAA850 act | x | 2.8 | -2.6 | -1.5 | -0.8 | -6.5 | 0.7 | 0.6 | 1.2
ssDAF-12 act | -0.7 | -1.0 | -1.3 | -1.6 | -1.1 | -1.2 | -0.9 | -1.1 | -1.2
sPLA2-III inh | 1.3 | -2.5 | 1.6 | 3.4 | 2.4 | -6.8 | 7.5 | 1.0 | -5.3
hcDAF-12 act | 1.5 | -0.6 | -1.6 | -0.7 | -0.5 | 1.3 | 1.6 | -0.2 | -1.3
DAX1 inh-2 | 0.1 | -0.1 | -0.3 | 1.2 | -1.0 | -1.5 | -0.5 | 0.1 | 0.7
Rev-erbA mod | 9.3 | -5.1 | 1.9 | 2.1 | 2.5 | -18.3 | 0.0 | 4.0 | 3.5
PLC-beta3 inh | 0.4 | -3.8 | 3.5 | -3.2 | -7.5 | -2.2 | -0.2 | 0.8 | -10.0
SMARCA2 activ | -0.7 | 1.0 | -2.6 | 2.7 | -1.0 | -1.4 | -1.2 | 0.8 | -1.3

Assay outcomes deposited in PubChem BioAssay by several laboratories.
